APJ antag: blocks the human apelin receptor APJ. inhibition, % at 20 µM. P35414. 330,000 compounds, 0.32% hits. CHO-K1 APJ beta-arrestin complementation, luminescence;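 active = inhibition above about 40% at 20 µM, limit read from the data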;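 note: cells challenged with 10 nM apelin-13 agonist together with compound; plate controls were apelin-13 plus DMSO wells for no effect and DMSO wells lacking apelin-13 for full effect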
Target sequence (P35414 whole entry, looked up): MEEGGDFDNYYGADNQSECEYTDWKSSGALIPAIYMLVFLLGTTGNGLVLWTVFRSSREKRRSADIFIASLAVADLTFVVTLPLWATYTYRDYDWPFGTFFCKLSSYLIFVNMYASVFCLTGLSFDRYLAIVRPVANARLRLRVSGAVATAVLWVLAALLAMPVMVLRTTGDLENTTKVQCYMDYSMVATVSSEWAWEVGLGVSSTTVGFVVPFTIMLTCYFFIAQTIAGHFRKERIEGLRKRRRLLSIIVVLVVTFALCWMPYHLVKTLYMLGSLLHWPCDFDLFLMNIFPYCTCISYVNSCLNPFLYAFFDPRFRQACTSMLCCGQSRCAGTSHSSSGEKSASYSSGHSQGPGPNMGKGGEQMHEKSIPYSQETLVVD
CHOP UPR activ: activators of apoptotic arm of unfolded protein response (CHOP) | CHO-CHOP luciferase reporter, UPR activation, luminescence; percent of tunicamycin response over DMSO baseline | 330,000 compounds, 0.34% hits | activation, % at 10 µM;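 active = at 10 µM dose, activation of 40% or more, normalized to positive control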;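 note: 100% = tunicamycin at 10 µg/mL and 0% = DMSO alone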
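System: CHO-CHOP luciferase reporter cell line; amount: 500 cells/well; buffer or medium: F12 medium containing 10% fetal bovine serum; incubation: 6 h compound exposure at 37 °C after overnight seeding; measured by: luciferase luminescence after 10 min with Steady-Glo reagent; evaluation: % reporter activation, DMSO baseline versus tunicamycin full activation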
tim23-1 inh: growth inhibitors of tim23-1 mutant yeast. inhibition, % at 20 µM. 330,000 compounds, 1.3% hits. S. cerevisiae tim23-1 growth, BacTiter-Glo luminescence, 24 h;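 active = growth inhibition of the mutant yeast at or above 50%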;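 note: temperature-sensitive mutant grown at 25 °C; plate controls were DMSO-treated mutant yeast for no effect and medium wells lacking yeast for full effect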
CXCR6 block: CXCR6 (human) receptor inhibition. CHO-K1 PathHunter CXCR6 beta-arrestin, luminescence. inhibition, % at 20 µM. 360,000 compounds, 0.36% hits. AID 602244; in the data active = inhibition above about 34%, passing the limit was not always enough;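 note: antagonist mode with CXCL16 agonist at 10 nM final; 0% = 10 nM CXCL16 with DMSO and 100% = unstimulated wells without agonist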
Target sequence (O00574 whole entry, looked up): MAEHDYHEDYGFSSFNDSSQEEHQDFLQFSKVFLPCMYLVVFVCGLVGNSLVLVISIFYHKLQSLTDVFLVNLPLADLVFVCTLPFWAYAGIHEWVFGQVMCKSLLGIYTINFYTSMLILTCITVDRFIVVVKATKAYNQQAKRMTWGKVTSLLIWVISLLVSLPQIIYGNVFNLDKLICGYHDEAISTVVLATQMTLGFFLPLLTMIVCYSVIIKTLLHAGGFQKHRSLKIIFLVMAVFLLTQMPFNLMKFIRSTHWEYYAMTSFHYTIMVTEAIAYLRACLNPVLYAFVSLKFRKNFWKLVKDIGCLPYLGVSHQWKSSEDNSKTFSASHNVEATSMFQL
CCR6 antag: blocks CCL20-driven beta-arrestin recruitment at human CCR6; P51684; CHO-K1 CCR6 PathHunter beta-arrestin, luminescence, CCL20-stimulated; inhibition, % at 20 µM; 340,000 compounds, 0.49% hits;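 active = compounds whose inhibition of the agonist-driven luminescence signal at 20 µM reaches about 50%, limit read from the data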;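 note: cells stimulated with CCL20 at 14 nM final; plate controls were DMSO with CCL20 for no effect and DMSO without agonist for full effect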
XBP1 UPR activ: activators of adaptive arm of unfolded protein response (XBP1). AID 463104. activation, % at 20 µM. CHO-XBP1 luciferase reporter, IRE1-XBP1 UPR activation, luminescence; percent of tunicamycin response, DMSO as zero. 330,000 compounds, 0.33% hits;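 active = versus positive control, 20 µM dose yields 30% or more activation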;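 note: 100% = tunicamycin at 10 µg/mL and 0% = DMSO only wells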
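incubation = overnight seeding at 37 °C, 6 h compound treatment at 37 °C | assay system = CHO-XBP1 cells stably carrying IRE1-XBP1-driven luciferase reporter | input = 1000 cells per well | detection = luciferase luminescence | dosing = single point, 20 µM final compound, 1% DMSO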
Mdm2 MdmX PPI: disrupts the human Mdm2-MdmX interaction. 330,000 compounds, 3% hits. AID 485346. O15151+Q00987. SaOS-2 split-luciferase Mdm2/MdmX complementation, luminescence. inhibition, % at 8 µM;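 active = inhibition of at least 50% at 8 µM in the primary screen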
EBI2 antag: EBI2 (human) antagonism. EBI2 beta-arrestin recruitment, luminescence, 7a,25-OHC stimulated. inhibition, % at 5 µM. 360,000 compounds, 0.81% hits. AID 651636; in the data active = inhibition above about 38%;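 note: enzyme fragment complementation signal reports receptor beta-arrestin coupling in cells; 0% = agonist plus DMSO wells and 100% = wells without agonist; some results beyond the cut were filed as inactive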
Target sequence (P32249 whole entry, looked up, the tested form may be a part): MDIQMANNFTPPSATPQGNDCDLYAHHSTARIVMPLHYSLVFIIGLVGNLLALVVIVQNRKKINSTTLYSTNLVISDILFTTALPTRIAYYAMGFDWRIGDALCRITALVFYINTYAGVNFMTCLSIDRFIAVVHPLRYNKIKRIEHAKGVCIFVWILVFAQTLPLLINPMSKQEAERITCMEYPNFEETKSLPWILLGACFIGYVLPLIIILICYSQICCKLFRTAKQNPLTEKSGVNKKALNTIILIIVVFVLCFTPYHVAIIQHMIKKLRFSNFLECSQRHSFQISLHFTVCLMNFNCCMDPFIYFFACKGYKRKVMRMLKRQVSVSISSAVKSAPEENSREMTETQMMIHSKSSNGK
APJ agonist: APJ receptor agonism; P35414; CHO-K1 APJ PathHunter beta-arrestin, luminescence; 0% DMSO wells, 100% apelin; activation, % at 20 µM; 330,000 compounds, 0.11% hits; AID 2520;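 active = activation more than six SD over the plate average, tested at 20 µM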;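 note: 0% = DMSO alone and 100% = apelin-13 at 10 nM; some results filed as inactive read as strong as hits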
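Assay system: CHO-K1 APJ beta-arrestin complementation cell line / Compound: single test compound dose, 20 µM final, 1% DMSO / Times: overnight seeding, 90 min compound at 25 °C, 1 h detection / Technique: beta-gal luminescence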
The depositor's hits bear a star; · = no result given. The list is partial; rates above refer to the full screens.

SMILES | APJ antag | CHOP UPR activ | tim23-1 inh | CXCR6 block | CCR6 antag | XBP1 UPR activ | Mdm2 MdmX PPI | EBI2 antag | APJ agonist
Oc1c(Br)cc(C2N=C(c3ccccc3)NO2)cc1Br (stereo unspecified) | 2 | 0.8 | 67* | 7 | -32 | 1 | -48 | 2 | 5
COc1ccc([C@@H]2CC=C(C(=O)O)[C@H](c3ccc(Br)cc3)N2S(=O)(=O)c2ccc(C)cc2)cc1OC | 7 | 6.0 | 0 | 0 | 9 | -4 | 13 | -2 | -2
COc1ccc(Nc2nc(N)nc(SCc3nnc(C)s3)n2)cc1 | 1 | 4.7 | 9 | -13 | 12 | 1 | -14 | -5 | 1
CCC(C)NC(=O)c1cc2cc3ccc(OC)cc3nc2s1 (stereo unspecified) | 7 | 1.9 | 37 | -1 | 5 | 3 | -222 | -3 | 2
Brc1ccccc1CN1CCC(N2CCCCC2)CC1 | 22 | -1.3 | -32 | 1 | 3 | -3 | 7 | 4 | -1
COc1ccc(CCN2CC(C(=O)NCc3nc4ccccc4n3C)CCC2=O)cc1 (stereo unspecified) | 3 | -1.4 | -3 | -5 | 3 | 1 | 5 | -1 | 4
CCC(CNC(=O)c1c(C)nn(-c2ccccc2)c1Cl)c1ccccc1 (stereo unspecified) | 4 | 2.3 | 20 | 8 | 29 | 6 | -16 | 14 | -2
Cc1cc(C)nc(N(C#N)Cc2ccccc2C)n1 | -23 | -2.4 | 14 | -3 | -1 | -3 | 22 | 1 | -3
Cc1cc(NC(=O)c2ccc(-c3ccc(F)c(Cl)c3)o2)no1 | 9 | 4.6 | -13 | -6 | 11 | 1 | -6 | 4 | -2
Cc1cc(NC(=O)CSc2cn(C)c3ccccc23)no1 | 8 | -2.1 | 12 | -12 | 3 | 1 | 1 | 0 | -4
CCOC(=O)CN1C(=O)CSc2ccc(S(=O)(=O)N3CCOCC3)cc21 | -18 | -1.5 | -8 | 2 | 13 | -3 | 5 | -12 | -5
CC(=O)Nc1ccc(N=C(C2=C(O)c3ccccc3C2=O)c2ccccc2)cc1 | -4 | 2.7 | -10 | 9 | 9 | 3 | 13 | 17 | 1
O=C(CCS(=O)(=O)c1ccccc1)N1CCN(c2ccccc2F)CC1 | -8 | 1.1 | -6 | 7 | 6 | -3 | -22 | -10 | 5
Cc1ccc(C(=O)Cc2nc3ccccc3[nH]2)cc1 | 4 | 6.7 | 24 | 0 | 16 | 1 | -29 | 14 | -1
Cc1cccc(C)c1OCC(=O)N1CC2(C)CC1CC(C)(C)C2 (stereo unspecified) | -6 | -0.4 | 31 | 1 | 12 | -2 | -7 | 6 | -6
CCOc1ccc(N2C(=O)CC(Cc3ccc(Br)cc3)C2=O)cc1 (stereo unspecified) | 65* | 0.9 | 26 | 2 | -2 | -6 | 12 | 8 | -3
O=C(CSc1n[nH]c(-c2ccccc2Cl)n1)NCc1cccc(C(=O)O)c1 | -4 | -1.5 | -1 | 1 | 13 | 0 | 1 | -7 | -1
CC(C)(C)N(NC(=O)OCc1ccccc1)C(=O)c1ccccc1 | -1 | 3.6 | 9 | 6 | -16 | 2 | -6 | 0 | 2
Cc1ccc(C)c(OCCC(=O)N2CCN(S(=O)(=O)c3ccc([N+](=O)[O-])cc3)CC2)c1 | -12 | 2.5 | 7 | -7 | 2 | -1 | 15 | 24 | 5
CC(C)(C)NC(=O)NC(=O)COC(=O)c1ccc2c(c1)S(=O)(=O)N=C1CCCCCN12 | -8 | -1.5 | -6 | 2 | 10 | 0 | -6 | -11 | 6

Pulled one by one from the entries so far, 2 records:
SMILES | APJ antag | CHOP UPR activ | tim23-1 inh | CXCR6 block | CCR6 antag | XBP1 UPR activ | Mdm2 MdmX PPI | EBI2 antag | APJ agonist
O=C(CCS(=O)(=O)c1ccccc1)N1CCN(c2ccccc2F)CC1 | -8 | 1.1 | -6 | 7 | 6 | -3 | -22 | -10 | 5
CC(=O)Nc1ccc(N=C(C2=C(O)c3ccccc3C2=O)c2ccccc2)cc1 | -4 | 2.7 | -10 | 9 | 9 | 3 | 13 | 17 | 1

Next records
SMILES | APJ antag | CHOP UPR activ | tim23-1 inh | CXCR6 block | CCR6 antag | XBP1 UPR activ | Mdm2 MdmX PPI | EBI2 antag | APJ agonist
NC(=O)Cc1ccc(Nc2nnc(-c3ccc(O)cc3)c3ccccc23)cc1 | 1 | 0.7 | 15 | -8 | 32 | -4 | 2 | 6 | -3
COC(=O)C(C)n1cnc2c(nnn2-c2cccc(OC)c2)c1=O (stereo unspecified) | 18 | 3.4 | 10 | -3 | 2 | 3 | -22 | -13 | -5
CC(=O)c1ccc(NC(=O)C(=O)c2cn(CC(=O)N3CCCCC3)c3ccccc23)cc1 | -4 | 0.4 | -9 | -12 | -2 | 1 | -16 | 0 | -2
C=C(C)Cn1c(N2CCCC2)nc2c1c(=O)n(C)c(=O)n2C | -20 | -1.5 | 13 | 0 | 4 | -2 | 7 | -3 | -4
COc1ccc2c(c1OC)CN(C)CCc1cc3c(cc1C(=O)C2)OCO3 | 13 | -1.9 | -1 | 4 | 11 | -1 | -22 | -2 | -3
Cc1ccc(NC(=O)CSc2nnc(NC(=O)C3CC3)s2)cc1 | 1 | 1.0 | 10 | -8 | 10 | 2 | 16 | 7 | -5
COc1ccc(NC(=O)CSc2nnc(Cn3cnc4ccccc43)o2)cc1 | -13 | 0.2 | -7 | 4 | -8 | -3 | 14 | -2 | 0
O=C(Cc1ccccc1)NN1CCCCC1 | 5 | -1.5 | 6 | 2 | 4 | 0 | -1 | -1 | 1
CCOC(=O)N1CCN(C(=O)CSCC(=O)Nc2nc(-c3ccc(C)cc3)cs2)CC1 | 0 | 2.3 | -3 | -9 | 7 | -2 | 4 | 10 | 2
CCOc1ccc(N2C(=O)c3cccnc3C2Nc2ccc(Cl)cc2)cc1 (stereo unspecified) | -10 | 1.0 | 35 | 12 | -3 | -1 | 11 | 1 | -1
Cc1ccc(S(=O)(=O)N2CCN(CCc3ccccc3)CC2)c(C)c1 | 6 | -0.5 | 30 | 5 | -9 | -1 | 21 | 11 | -1
CCOC(=O)c1ccc2c(c1)[nH]c(=S)n2CC | 3 | 1.6 | 23 | 0 | 3 | 7 | 10 | 4 | 0
Cc1ccc(COC(=O)Cc2coc3cc(O)ccc23)cc1 | -13 | 0.0 | 24 | -7 | 6 | 2 | 30 | -3 | 0
COc1ccc(CNC(=O)CCCn2nc(C)c([N+](=O)[O-])c2C)cc1OC | -10 | 2.4 | 9 | -10 | 2 | -1 | 8 | -2 | -4
Cc1ccccc1NC(=O)C(=O)NNC(=O)COc1ccc2ccccc2c1 | -7 | 1.2 | -15 | 1 | 15 | -1 | 4 | -3 | 1
CC(=O)Nc1ccc(CN2CCCN(C)CC2)cc1 | 0 | -2.7 | 3 | -13 | 2 | -5 | 22 | -2 | 3
CCOC(=O)[C@H](CCc1ccccc1)N[C@@H](C)C(=O)N1[C@H](C(=O)O)C[C@@H]2CCC[C@@H]21 | 4 | 1.6 | 16 | -3 | 12 | -2 | -14 | -11 | -3
COc1cccc(Cn2cnc3c(NS(=O)(=O)c4cccc(Cl)c4Cl)c(C)c(C)cc32)c1 | 33 | -0.3 | 32 | 3 | -6 | -1 | 21 | 3 | 3
C/C(=N\NS(=O)(=O)c1ccc(Cl)cc1)c1ccc(O)cc1 | -4 | -1.7 | 10 | 13 | 5 | -1 | 6 | 3 | -5
O=C(NCc1ccc2c(c1)OCO2)c1cc2ncc(Br)cn2n1 | 4 | 0.8 | 11 | -5 | 2 | -1 | 24 | -7 | -3
CCOc1ccccc1N(CC(=O)NCc1ccccc1)C(=O)CCC(=O)Nc1cc(C)ccn1 | 7 | 3.6 | 13 | 7 | 8 | -2 | -10 | 5 | 1
Cc1ccc2cc(CCNS(=O)(=O)c3ccc(F)cc3)c(=O)[nH]c2c1C | 5 | -0.4 | 8 | 10 | -9 | -4 | 14 | -7 | 4
COc1ccc(-c2ccc(SCC(=O)NC3CCCCC3)nn2)cc1OC | -5 | 2.7 | 11 | -7 | 17 | 5 | 8 | 11 | -2
CC(=O)N1CCN(c2ccc(NC(=O)c3ccc(C)c([N+](=O)[O-])c3)cc2)CC1 | -14 | -1.2 | 12 | 4 | 9 | -6 | -1 | -7 | 2
O=S(=O)(c1cccc(S(=O)(=O)N2CCOCC2)c1)N1CCCCC1 | -2 | 0.4 | 24 | 1 | -1 | 2 | -14 | -14 | -3
Cc1nn2c3cc(N4CCOCC4)ccc3nc2c2ccccc12 | 0 | 5.2 | -8 | · | 13 | 7 | -78 | · | -1
Cc1ccc(C(=O)NC(=S)Nc2cccc(-c3nc4ccccc4s3)c2)cc1 | 12 | 2.9 | -28 | 20 | 28 | 0 | -6 | 14 | -4
COc1ccc(N(CC(=O)NC(C)C)C(=O)CCC(=O)Nc2ccccn2)cc1 | 13 | 1.1 | 4 | -6 | 1 | 0 | -7 | -5 | -2
O=C(Nc1ccc(Cc2ccncc2)cc1)c1ccc([N+](=O)[O-])o1 | -28 | 63* | 71* | -22 | -6 | -5 | 42 | -5 | 3
CCOc1ccc(NC(=S)N(CCN2CCOCC2)Cc2cc3cc4c(cc3[nH]c2=O)OCCO4)cc1 | 14 | -1.2 | 0 | -11 | 9 | -1 | -3 | 40 | -4
Cc1cc(C)c(S(=O)(=O)NCC(c2cccnc2)N2CCN(Cc3ccccc3)CC2)c(C)c1 (stereo unspecified) | -8 | -2.7 | 0 | 1 | -2 | -5 | 18 | 5 | -1
CCCCN(CC)C(=O)c1ccc(Cl)c(Cl)c1 | 9 | 0.2 | -3 | 0 | 10 | 2 | 17 | 6 | -4
CCOC(=O)CNc1nnc(SCC(=O)OCC)[nH]c1=O | 11 | -2.5 | 16 | -4 | 23 | 1 | 8 | -3 | -4
CC1(C)CC(=O)C=C(Nc2cccc(C(F)(F)F)c2)C1 | 1 | -0.7 | 12 | 3 | 10 | -2 | 9 | 0 | 0
COc1cc(NC(=O)COC(=O)CO/N=C(\C)c2ccc3c(c2)OCO3)cc(OC)c1 | -5 | 0.7 | 30 | 0 | 8 | 0 | 21 | 5 | 0
O=C(CSc1nnc(CNc2ccc(F)cc2)o1)N1CCCc2ccccc21 | 4 | 0.4 | 10 | 2 | -3 | 0 | 15 | 5 | 0
CCOC(=O)C1=C(COC(=O)CCOc2ccc(C)cc2)NC(=O)NC1C (stereo unspecified) | -59 | 1.7 | 13 | -4 | 9 | -7 | 45 | 5 | 3
CC(=O)Nc1ccc(NC(=O)CSc2nccn2Cc2ccccc2)cc1 | -8 | -0.2 | 4 | 4 | -22 | 0 | 5 | -2 | -2
Cc1ccc(F)cc1NC(=O)N1CCCN(C(=O)OC(C)(C)C)CC1 | 1 | 2.9 | 7 | 2 | 10 | 1 | -2 | 3 | -3

Source: PubChem BioAssay
